High-throughput results: PubChem, several laboratories
Insulin prom inh: TRM-6 insulin promoter activity inhibition; TRM-6 cells (human fetal islet line), insulin promoter-eGFP reporter, imaging; reporter expression induced with tamoxifen; 130,000 tested, 0.9% active; AID 1273; inhibition, % at 2 µM;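 active = inhibition above the mean plus 3 SD, with well images judged a real hit on visual review, cut at about 60% in these data, passing the limit was not always enough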
SDO1 yeast rescue: compounds rescuing growth of sdo1-depleted yeast, bone marrow failure model. S. cerevisiae sdo1-depleted JHY4D growth rescue, OD600 30 h; hits give high values; pdr5 snq2 efflux-pump mutant strain. z-score at 10 µM. 140,000 tested, 0.21% active. AID 817;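 active = z-score above 3 at both the 24 hr and the 30 hr optical density reads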;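 also: z-score against mean and SD of all compound wells on the same plate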
SDO1 yeast rescue Rescue 24 h: recorded beside SDO1 yeast rescue, whose call it bears; z-score; S. cerevisiae sdo1-depleted JHY4D growth rescue, OD600; measured here: growth rescue at 24 h;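 0 is the plate mean of compound wells and units are plate SD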
* hit, by the source's call; . = no result given; [ ] = remark or other dose. An excerpt. The share of hits here may be higher or lower than overall.

Insulin prom inh	SDO1 yeast rescue	SDO1 yeast rescue Rescue 24 h	Structure
19	4.2*	5.9*	Cc1cc(Cl)c(OCCCNCc2ccccc2)c(Br)c1
.	1.1	0.35	CCCCCn1c(SCC#N)nc2cc(C(=O)NCC3CCCO3)ccc2c1=O (stereo not given)
8	-0.1	-0.84	O=Cc1c(Sc2ccccn2)nc2ccccn2c1=O
35	.	.	O=C(O)c1ccc(N2CCCCS2(=O)=O)cc1
-14	-0.7	-0.4	CC1(C)Cc2c(c(N3CCOCC3)nc3snc(Br)c23)CO1
-43	-0.75	-0.63	O=C(CCS(=O)(=O)c1ccccc1)NC12CC3CC(CC(C3)C1)C2
30	1	1.2	Cc1nnc(SCC(=O)NC2CCCC2)s1
54	0.25	-0.05	O=C(Cc1cccs1)Nc1ccccn1
28	0.95	0.79	O=C(CN1C(=O)c2ccccc2C1=O)Nc1cccc([N+](=O)[O-])c1
11	1.4	1.1	CC1CN(C)C(c2ccccc2)C(C)C12NC(=O)NC2=O (stereo not given)
-20	0.56	0.3	CCN(CC)C(=O)CSc1nnc(-c2ccncc2)n1N
39	0.6	0.96	COc1cc(CNC2CCC(C)C2)cc(OC)c1 (stereo not given)
-20	.	.	O=C(CSc1ncccn1)N/N=C/c1ccc(OC2CSC2)cc1
-63	-0.4	-0.1	Cc1ccc(NC(CC(=O)c2ccccc2)c2ccc(F)cc2)cc1 (stereo not given)
.	-0.85	-0.76	Cc1cc(C)c(S(=O)(=O)NCCn2c(C)cc3ccccc32)c(C)c1
.	0.52	0.61	COc1ccc(OC)c(NC2c3ccccc3C(=O)N2c2cccnc2)c1 (stereo not given)
-8	0.33	0.66	COc1ccc(N(CC(=O)Nc2c(C)n(C)n(-c3ccccc3)c2=O)S(=O)(=O)c2ccccc2)cc1OC
.	-0.68	-0.84	O=C(Cn1c(=O)oc2cc(S(=O)(=O)N3CCCC3)ccc21)N1CCc2ccccc2C1
.	-0.12	0.31	COc1ccc(OC)c(C(c2nnnn2CCc2ccccc2)N2CCC(C(N)=O)CC2)c1 (stereo not given)
-100	0.5	0.85	CCS(=O)(=O)N1CCCC(C(=O)NC2CCCCC2C)C1 (stereo not given)
26	-0.55	-0.85	Clc1ccc(Nc2nc(-c3cccnc3)cs2)cc1
.	0.78	1.1	O=C(NCC1CCCO1)C(C(=O)c1ccccc1)n1ccccc1=O (stereo not given)
17	0.58	-0.86	O=C(Nc1ccccn1)C1(c2cccs2)CCOCC1
0	0.76	-0.71	O=C(Cc1ccc(F)cc1)N/N=C/c1ccccn1
-28	0.21	1.3	CCC(C)(C(=O)NC1CCCCC1)N(Cc1cccs1)C(=O)Cc1cccs1 (stereo not given)
-211	0.18	0.53	CCOC(=O)Cc1[nH]nc2c1C(c1cccc(OC)c1OC)C(C#N)=C(N)O2 (stereo not given)
-37	-0.34	0.29	Cc1cn2c(nc(=O)c3cccnc32)s1
.	-0.33	-0.36	Cc1ccc(S(=O)(=O)N(C)CCCC(=O)N2CCOCC2)cc1
0	-1.3	-0.61	Cc1cc(C)n(Cc2ccc(NC(=O)c3ccc(COc4ccccc4Br)cc3)cc2)n1
-8	0.33	-0.26	O=C(CSc1nnc(-c2ccncc2)n1CC1CCCO1)Nc1cccc(O)c1 (stereo not given)

Full records from above. Order of values: Insulin prom inh | SDO1 yeast rescue | SDO1 yeast rescue Rescue 24 h
Results for O=C(Nc1ccccn1)C1(c2cccs2)CCOCC1 → 17 | 0.58 | -0.86
Results for CC1CN(C)C(c2ccccc2)C(C)C12NC(=O)NC2=O (stereo not given) → 11 | 1.4 | 1.1
Results for COc1ccc(OC)c(C(c2nnnn2CCc2ccccc2)N2CCC(C(N)=O)CC2)c1 (stereo not given) → . | -0.12 | 0.31
Results for CCN(CC)C(=O)CSc1nnc(-c2ccncc2)n1N → -20 | 0.56 | 0.3

Arranged by value in SDO1 yeast rescue Rescue 24 h (high to low): seven of the compounds above
Insulin prom inh	SDO1 yeast rescue	SDO1 yeast rescue Rescue 24 h	Structure
39	0.6	0.96	COc1cc(CNC2CCC(C)C2)cc(OC)c1 (stereo not given)
28	0.95	0.79	O=C(CN1C(=O)c2ccccc2C1=O)Nc1cccc([N+](=O)[O-])c1
-211	0.18	0.53	CCOC(=O)Cc1[nH]nc2c1C(c1cccc(OC)c1OC)C(C#N)=C(N)O2 (stereo not given)
-20	0.56	0.3	CCN(CC)C(=O)CSc1nnc(-c2ccncc2)n1N
-63	-0.4	-0.1	Cc1ccc(NC(CC(=O)c2ccccc2)c2ccc(F)cc2)cc1 (stereo not given)
0	-1.3	-0.61	Cc1cc(C)n(Cc2ccc(NC(=O)c3ccc(COc4ccccc4Br)cc3)cc2)n1
.	-0.85	-0.76	Cc1cc(C)c(S(=O)(=O)NCCn2c(C)cc3ccccc32)c(C)c1

The results go on:
Insulin prom inh	SDO1 yeast rescue	SDO1 yeast rescue Rescue 24 h	Structure
-12	0.15	0.16	Cc1ccc(C(=O)Nc2ccc(F)cc2)o1
.	-1.1	-0.49	COc1ccc(OC)c(/C=C2\S/C(=N/NC(=O)c3ccc4ccccc4c3)NC2=O)c1
-54	-0.53	-0.59	CCN(C(C)=O)c1nnc(CSc2nc3ccccc3s2)s1
-18	0.98	1.1	O=C(O)c1cc(-c2ccccc2)nc2ccccc12
-88	-0.31	-0.2	Cc1ccc(C)c(OCCn2cc(/C=C(/C#N)C(=O)NCC3CCCO3)c3ccccc32)c1 (stereo not given)
3	0.75	-0.02	CC(=O)Nc1ccc(SCC(=O)Nc2cc(C(C)(C)C)nn2-c2ccccc2)cc1
5	0.84	1.2	CCn1c(CSc2nc3ccccc3[nH]2)nc2cc(C(=O)O)ccc21
62	0.77	0.58	CC(C)Cc1[nH]c(=O)c(C#N)c2c1COC(C)(C)C2
43	1.5	1.1	CCOC(=O)CSc1nnc(-c2ccccc2)o1
.	0.48[8.9 µM]	0.11	CC(=O)c1c(C)[nH]c(C(=O)NCc2ccccc2Cl)c1C
.	1.2	1.9	CCC(C)NC(=O)CS(=O)Cc1nc(-c2cccc(OC)c2)oc1C (stereo not given)
-6	0.11	-0.7	COc1cc(NC(=O)C2CCCN(c3ncccn3)C2)cc(OC)c1 (stereo not given)
-62	.	.	Cc1ccc(NCc2n[nH]c(=S)n2-c2ccccc2)cc1Cl
-10	-0.24	-0.49	Cc1c(Cl)c(=O)oc2cc(OC(C)C)ccc12
45	.	.	CCn1nnnc1NC(=O)c1cccc(OC)c1
.	-1.1	-1	CCCn1c(/C=C/c2ccccc2)nc2ccccc21
.	0.07	0.16	CC(=O)N(Cc1cc(=O)[nH]c2ccccc12)c1cccc(C)c1
18	1.8	2.9	C[C@@H]1CC[C@]2(O[C@@H](CCO)C[C@H](O)[C@H]2O)O1
.	-1.1	-0.69	O=C(CSc1nnc(Cn2nnc3ccccc32)o1)N(Cc1ccc(F)cc1)c1ccccc1
-29	-0.34	-0.15	COc1cccc(-n2nnc3c(=O)n(Cc4ccccc4F)cnc32)c1
7	-0.91	-1.2	Cc1ccc(NCC(=O)N/N=C/c2cccc(Oc3ccccc3)c2)cc1
-12	-0.34	-0.54	Nc1nncn1C(=O)CCCOc1ccc(Cl)cc1Cl
-4	0.81	1.1	CN(C)CCOc1ccccc1-c1ccccc1
7	0.01	0.4	CCN(CC)S(=O)(=O)c1ccc(NS(=O)(=O)c2ccc(F)cc2)cc1
.	-0.4	-0.49	COc1ccc(CC(=O)N(c2ccccc2)c2nc(C)cs2)cc1
25	-1.6	-0.29	N#C/C(=C/c1ccc(OCc2ccccc2)cc1)C(=O)NC1CCCCC1
42	-1.4	-0.64	Clc1cc(Br)ccc1OCCOCCOc1cccc2cccnc12
.	-2.1	-1.6	COCCNc1nc(-n2nc(C)cc2C)nc2sc3c(c12)CCCC3
-9	0.06	-0.3	COc1ccccc1N1CCN(S(=O)(=O)c2ccccc2)CC1
.	-0.06	-0.74	COc1cc2c(cc1OC)C(C)N(C(=O)CCN1C(=O)C3C4C=CC(C4)C3C1=O)CC2 (stereo not given)

Next structures.
Insulin prom inh	SDO1 yeast rescue	SDO1 yeast rescue Rescue 24 h	Structure
10	.	.	CC(C)(C)SCCNS(=O)(=O)c1ccc(Cl)cc1
.	0.04	-0.22	CCOC(=O)N1CCC(N2CC34C=CC(O3)C(C(=O)Nc3ccc(F)cc3)C4C2=O)CC1 (stereo not given)
.	0.6	0.46	CC12CCC(C(=O)NCCCN3CCOCC3)(OC1=O)C2(C)C (stereo not given)
-123	0.11	-0.73	O=[N+]([O-])c1cnccc1Nc1cccc(F)c1
-121	0.53	0.8	COC(=O)c1ccc(C(=O)Nc2ccc(N)cc2N)cc1
38	.	.	Cc1ccc(CNC(=O)CCNS(=O)(=O)c2ccc(Br)s2)cc1
.	1.9	2	O=C(NCC(c1cccs1)N1CCOCC1)c1ccc([N+](=O)[O-])cc1 (stereo not given)
-11	-1.5	-0.6	COc1ccccc1/C=C/C=N/n1c(C2CCCCC2)n[nH]c1=S
.	0.52	0.39	Cc1ncc(CO)c2cc(S(=O)(=O)c3ccc(F)cc3)c(=O)oc12
29	0.48	0.1	CCOC(=O)C1CCN(C(=S)Nc2ccc(S(N)(=O)=O)cc2)CC1
49	1.7	1.4	CC(C)C(=O)Nc1ccccc1N1CCN(C(=O)c2ccccc2)CC1
45	0.94	0.77	COc1ccc(NC(=O)c2cccs2)cc1OC
19	-0.56	-0.59	Cc1ccc(C)c(OCC(=O)N/N=C/c2ccsc2)c1
38	-0.28	-0.94	O=C(N/N=C/c1ccco1)/C(=C/c1cccc([N+](=O)[O-])c1)NC(=O)c1ccccc1
0	.	.	Cc1ccc(C)c(OCCCNC2CCCC2)c1C
.	1.7	0.58	COc1cc(C(=O)NC2(C(F)(F)F)NC(=O)N(CCCc3ccccc3)C2=O)cc(OC)c1OC (stereo not given)
.	-0.4	-0.05	COC(=O)C1(CO)NC(c2cccs2)C2C(=O)N(c3ccccc3)C(=O)C21 (stereo not given)
-230	1.5	0.82	O=C1CC2CS(=O)(=O)CC2N1c1ccc(Oc2ccccc2)cc1 (stereo not given)
-18	0.45	0.41	O=S(=O)(c1ccccc1)c1nc(-c2ccco2)oc1NCc1cccnc1
27	0.5	-0.18	O=c1ccc(Oc2nc(N3CCOCC3)nc(N3CCOCC3)n2)nn1-c1ccccc1
-32	0.9	0.83	Cc1ccc(NC(=O)CN2CCC(NC(=O)Cc3ccccc3)CC2)c(C)c1
33	.	.	COC(=O)C1CCN(CC(=O)NC(=O)NC2CCCCC2)CC1
33	-0.48	-0.69	O=C(O)C1C2C=CC(C2)C1C(=O)NCCc1cccc(Cl)c1 (stereo not given)
-27	-0.16	0.11	CCCSc1nnc(-c2ccccc2N)c(=O)[nH]1
-22	0.18	0.07	Cc1ccc(C)c(N(CC(=O)NCc2ccco2)C(=O)CCC(=O)Nc2ccccn2)c1
-118	0.23	-0.3	COc1ccc2[nH]c(=O)c(CN(Cc3nnnn3Cc3ccc(F)cc3)CC3CCCO3)cc2c1 (stereo not given)
-30	-1	-0.44	C=C(C)c1cccc(C(C)(C)NC(=O)N2CCN(C/C=C/c3ccccc3)CC2)c1
.	-0.49	-1.8	COc1ccc(-c2c(C)[nH]n3c(=O)c(Cc4ccccc4)c(C)nc23)cc1
24	0.16	-0.03	Cc1cc(C)n(C(=O)COc2ccc(Cl)cc2Cl)n1
-10	0.22	-0.51	CCOc1ccc(C(=O)C2CCN(C(=O)c3ccccc3C(=O)O)CC2)cc1

More compounds.
Insulin prom inh	SDO1 yeast rescue	SDO1 yeast rescue Rescue 24 h	Structure
17	0.24	-0.32	Cc1ccccc1NC(=O)c1ccc(C)c(S(=O)(=O)Nc2ccccn2)c1
15	0.25	0.12	Cc1ccc(NC(=O)C2CC(=O)NC(Nc3cccc(C)c3)=N2)cc1 (stereo not given)
.	0.05	-0.52	CCN1CCN(S(=O)(=O)c2ccc(S(=O)(=O)NCC3CCCO3)cc2)CC1 (stereo not given)
-131	1	1	O=C(CCCc1ccccc1)NC1CC1
-27	-1.1	-0.87	Cc1cccc(Nc2nnc(SCC(=O)c3ccc(Br)s3)s2)c1C
-22	1.6	0.4	COc1ccc(OC)c(S(=O)(=O)N2CCC(C(=O)NCCc3ccc(OC)c(OC)c3)CC2)c1
.	-0.03	-0.46	CCOc1ccc(C2C(C(=O)c3ccc(C)o3)=C(O)C(=O)N2CCN2CCOCC2)cc1OC (stereo not given)
.	-0.29	0.3	O=C1CC(/C=C/c2ccco2)=Nc2ccccc2N1
8	0.02	0.49	COCCCNC(=O)C1CC(=O)N(CCc2ccc(OC)c(OC)c2)C1 (stereo not given)
-32	0.29	0.78	COc1ccc(CCNC(=O)CSc2ccc(-c3ccccc3)nn2)cc1OC
.	-0.3	-0.62	O=C(CN1CCc2ccccc2C1)N1CCN(S(=O)(=O)c2ccccc2)CC1
.	0.22	-0.37	Cc1cc(NS(=O)(=O)c2ccc(NC(=O)COc3ccccc3C(C)C)cc2)no1
17	0.87	-0.53	O=C(CCl)NCCCCCCCCCNC(=O)CCl
